Compound activity: PubChem, several laboratories
NTR1 agonist – agonists of NTR1, primary screen, imaging, U2OS cells, beta-arrestin-GFP, high content (AID 493036); NTR1-U2OS beta-arrestin-GFP spot imaging, agonist mode; 330,000 tested, 0.17% active; activation, % at 20 µM; P30989;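 active means activation at or above 40% of the spot to cytoplasm intensity ratio, with at least 20 cells analyzed; inconclusive means wells under 20 cells, flagged as cytotoxic or low count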;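 further: 0% = DMSO without peptide and 100% = 100 nM NTR1 peptide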
Target sequence (P30989 whole entry, looked up): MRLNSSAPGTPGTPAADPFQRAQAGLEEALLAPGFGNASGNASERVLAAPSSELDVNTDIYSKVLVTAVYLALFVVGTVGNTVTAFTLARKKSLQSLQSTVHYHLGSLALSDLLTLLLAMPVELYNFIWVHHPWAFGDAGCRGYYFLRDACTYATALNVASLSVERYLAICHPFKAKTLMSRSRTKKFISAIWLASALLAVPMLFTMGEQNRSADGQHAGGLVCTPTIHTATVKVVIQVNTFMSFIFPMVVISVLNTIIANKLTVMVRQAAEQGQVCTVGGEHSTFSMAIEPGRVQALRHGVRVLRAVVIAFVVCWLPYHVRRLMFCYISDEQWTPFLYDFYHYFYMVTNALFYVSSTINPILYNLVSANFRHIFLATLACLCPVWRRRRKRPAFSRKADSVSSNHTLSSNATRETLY
Autophagy HCS – alters autophagy in cells. MEF GFP-LC3 puncta imaging; test concentration mostly 10 µM. 190,000 tested, 0.98% active. AID 463193. calls only at 10 µM (by protocol);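 active means percentage of spot-positive cells more than 3 SD above its plate mean, without a fluorescence outlier flag or 80% toxicity; inconclusive means no clear call, values can overlap the other calls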;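 further: spot-positive cell cutoff set from DMSO-treated cells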
Dengue-2 NS5 capping – Dengue-2 NS5 methyltransferase inhibitors, primary screen, biochemical, confirmation dose response (AID 588689). Dengue-2 NS5 methyltransferase capping enzyme assay, biochemical; higher % means a stronger effect. 340,000 tested, 0.3% active. one-dose inhibition, % at 25 µM; IC50 in µM for titrated hits; in the data active means a potency from the dose series; inconclusive means inhibition above about 29% without an active follow-up result
GPR35 antagonists – GPR35 antagonists blocking zaprinast-driven arrestin recruitment, primary screen, imaging, U2OS, beta-arrestin-GFP, zaprinast agonist (AID 2058); U2OS GPR35 beta-arrestin-GFP translocation imaging, zaprinast antagonism; higher % means a stronger effect; inhibition, % at 10 µM; hits with a dose series show IC50 in µM; 290,000 tested, 0.052% active;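 active means inhibition of at least 50% with at least 30 cells and total cytoplasm GFP at most 10,000,000; inconclusive means under 30 cells or total GFP of 10,000,000 plus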
WT yeast gro inh – growth inhibition of WT yeast, mitochondrial fusion screen | mitochondrial fusion phenotypic screen, WT strain | inhibition, % at 10 µM | 190,000 tested, 2.1% active | AID 1362; in the data active means inhibition above about 58%; tested in S. cerevisiae
RSV antiviral HEp-2 – inhibition of RSV-induced cytopathic effect – HEp-2 cells, primary 10 µM value included (AID 2391); HEp-2 cells, RSV-induced CPE inhibition; higher % means a stronger effect; CPE inhibition, % at 10 µM, or IC50 in µM where a hit was titrated; 310,000 tested, 0.13% active; in the data active means a potency from the dose series; inconclusive means CPE inhibition mostly from about 23% at the one dose, without a potency; inactive means the rest, 99 in 100 with CPE inhibition below about 21%; further: strong numbers were not always called active
K1F lysis inhibition – protection from phage-mediated lysis, alamar blue read-out – E. coli UTI89, K1F phage, bacterial capsule biogenesis inhibitors (AID 488966). E. coli UTI89 K1F phage lysis, alamar blue, 2 h; higher % means a stronger effect. inhibition, % at 100 µM, or IC50 in µM where a hit was titrated. 340,000 tested, 0.02% active;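 active means phage lysis inhibition, versus mean bacterial control, above a set limit; inconclusive means no clear call, values can overlap the other calls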;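 further: capsule biogenesis inhibitors block K1F phage lysis so surviving cells raise fluorescence; higher fluorescence means more inhibition of phage lysis; actives were called in the ten point dose series up to 300 µM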
AID2073 – disruptors of CaV2.2 binding to Mint1 – biochemical, HTRF (AID 2073); HTRF protein-protein interaction, Mint1-CaV2.2; higher % means a stronger effect; one-dose inhibition, % at 20 µM; IC50 in µM for titrated hits; 290,000 tested, 0.19% active; in the data active means inhibition mostly above about 51%, no sharp cut-off; inconclusive means no clear call, values can overlap the other calls; inactive means mostly below about 53%; further: some results filed as inactive read as strong as hits
LYP inhibition – PTPN22 lymphoid phosphatase activity blockers – biochemical, fluorescence intensity, uHTS (AID 1779); recombinant LYP phosphatase, fluorescence intensity; higher % means a stronger effect; inhibition, % at 11.5 µM, or IC50 in µM where a hit was titrated; 290,000 tested, 0.054% active; in the data active means inhibition above about 50%;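 further: plate controls were vehicle with enzyme for no effect and no enzyme for full effect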
WT yeast gro inh mutant strain – recorded beside WT yeast gro inh, whose call it bears; inhibition, %; mitochondrial fusion phenotypic screen, mutant strain inhibition
Autophagy HCS cell loss 18 h – recorded beside Autophagy HCS, whose call it bears; toxicity, %; measured here: cell loss, nuclei count;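 cell loss after 18 h compound exposure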
NTR1 agonist cell count 20 µM – further read-out of NTR1 agonist, marked with its call; cell count; measured here: cell count, cytotoxicity flag
Dengue-2 NS5 capping pilot replicate – second read-out of Dengue-2 NS5 capping, no call of its own (marks repeat the call); inhibition, %; measured here: pilot screen replicate inhibition
* hit, by the source's call; i = inactive; ? = inconclusive; . = not tested or not shown; [ ] = another dose, or the depositor's remark. Rows are unselected. Share with any hit: about 2.6%.

SMILES | NTR1 agonist | NTR1 agonist cell count 20 µM | Autophagy HCS | Autophagy HCS cell loss 18 h | Dengue-2 NS5 capping | GPR35 antagonists | WT yeast gro inh | WT yeast gro inh mutant strain | RSV antiviral HEp-2 | K1F lysis inhibition | AID2073 | LYP inhibition | others
Cc1ccc(NC(=O)CN2C(=O)S/C(=C/c3ccncc3)C2=O)cc1 | 6.8 | 55 | . | . | -12% | -5% | . | . | -0.5% | 1.3% | -10% | -5%
O=C1Nc2cc(Cl)c(Cl)cc2N(O)N1c1cc(Cl)cc(Cl)c1 | -0.7 | 45 | i | -3 | -3% | 12% | -6 | -2 | 2.3% | 0.2% | -1% | -11%
Cn1c(C(O)c2ccc(Cl)cc2)nc(Cl)c1Cl (stereo not given) | 0.4 | 78 | i | -14 | -2% | -12% | 4 | -2 | -0.2% | -0.5% | 1% | -4%
Cc1cc2occ(CC(=O)NNC(=O)c3ccccc3F)c2cc1C | 0.7 | 58 | . | . | 0% | 18% | . | . | 2.5% | 0.0% | 16% | -5%
C=CCN(CC=C)C(=O)C1CCC(C(=O)N(CC=C)CC=C)CC1 (stereo not given) | 0.4 | 64 | i | 25 | 1% | -2% | -3 | 16 | 0.6% | 0.1% | -2% | 0%
Cn1c(SCC(=O)c2ccccc2)nnc1C1COc2ccccc2O1 (stereo not given) | -0.5 | 49 | . | . | -3% | 5% | . | . | 1.2% | -0.2% | -12% | -8%
C=CCOc1ccc(CNC(C)(C)CO)cc1OC | -0.8 | 35 | i | 8 | -6% | 7% | 5 | -7 | 0.3% | 1.7% | -2% | -6%
COc1ccc(OC)c(NC(=O)CSc2ccc3nnc(-c4ccccn4)n3n2)c1 | 0.9 | 75 | . | . | -4% | 7% | . | . | 0.8% | 1.0%[50 µM] | 2% | -9%
CCOC1(/N=C(\C)NS(=O)(=O)c2ccc(Cl)cc2)C(C)=CC(=O)C=C1C | -0.1 | 39 | i | -2 | 10% | -8% | -9 | 8 | -0.1% | 0.2% | -12% | 0%
COc1cccc(CN(C)C(=O)CN2C(=O)NC(c3ccccc3)(c3ccccc3)C2=O)c1OC | 0.8 | 56 | . | . | -2% | . | . | . | 1.6% | 2.3% | . | .
CCOC(=O)c1ccc(N2C(=O)CC(Nc3ccc(O)cc3)C2=O)cc1 (stereo not given) | -1.7 | 120 | . | . | 25% | -6% | . | . | 0.7% | 0.7% | -21% | -8%
CN(C)CCCNC(=O)/C(=C\c1ccc(-c2cccc([N+](=O)[O-])c2)o1)NC(=O)c1ccccc1 | -1.0 | 75 | i | 18 | -5% | 7% | -9 | 4 | -3.0% | 0.0% | 4% | -4%
CCCCc1c(O)nc(SCC(=O)N2CCCCCC2)[nH]c1=O | 0.8 | 55 | . | . | 2% | -10% | . | . | 0.5% | -0.1% | -3% | -11%
Cc1ccc(Cn2nnc3c(=O)[nH]c(C4CCN(S(=O)(=O)/C=C/c5ccccc5)CC4)nc32)cc1 | 1.8 | 61 | . | . | -5% | -22% | . | . | ? | -0.9% | 15% | 0%
COc1ccc(-c2[nH]c(-c3ccc(SC)cc3)nc2SCC(=O)Nc2nccs2)cc1 | 6.0 | 66 | i | -10 | 1% | . | 19 | 0 | 2.2% | 0.9% | -4% | 4%
Cc1ccccc1-n1c(C)cc(/C=C2\NC(=O)NC2=O)c1C | 0.8 | 85 | i | -5 | 0% | -1% | -13 | 11 | 13% | 0.0% | 1% | -4% | Dengue-2 NS5 capping pilot replicate=-4.9
COCCn1c(SCC(=O)NCc2cccs2)nnc1-c1ccc(OC)cc1 | -0.8 | 52 | i | -2 | -4% | 5% | -53 | -14 | -0.4% | 4.2% | -2% | -2%
Cc1ccc(NC(=S)NCc2ccc3c(c2)OCO3)c(C)c1 | -0.2 | 37 | i | 24 | -4% | 6% | 22 | 14 | -0.3% | 4.6% | 0% | -3%
COc1cc2cc(CCCOC(=O)c3ccc(C(F)(F)F)cc3)oc(=O)c2cc1OC | 0.6 | 73 | . | . | 1% | . | . | . | 2.0% | 2.2% | . | .
Cc1noc(C)c1COC(=O)Cc1ccc(Cl)c(Cl)c1 | -1.1 | 54 | i | -1 | -10% | -10% | 41 | 10 | 0.5% | 2.2% | 5% | 4%

Among those listed so far, these contain an NH in an aromatic ring.
SMILES | NTR1 agonist | NTR1 agonist cell count 20 µM | Autophagy HCS | Autophagy HCS cell loss 18 h | Dengue-2 NS5 capping | GPR35 antagonists | WT yeast gro inh | WT yeast gro inh mutant strain | RSV antiviral HEp-2 | K1F lysis inhibition | AID2073 | LYP inhibition | others
CCCCc1c(O)nc(SCC(=O)N2CCCCCC2)[nH]c1=O | 0.8 | 55 | . | . | 2% | -10% | . | . | 0.5% | -0.1% | -3% | -11%
Cc1ccc(Cn2nnc3c(=O)[nH]c(C4CCN(S(=O)(=O)/C=C/c5ccccc5)CC4)nc32)cc1 | 1.8 | 61 | . | . | -5% | -22% | . | . | ? | -0.9% | 15% | 0%
COc1ccc(-c2[nH]c(-c3ccc(SC)cc3)nc2SCC(=O)Nc2nccs2)cc1 | 6.0 | 66 | i | -10 | 1% | . | 19 | 0 | 2.2% | 0.9% | -4% | 4%

(listing goes on)
SMILES | NTR1 agonist | NTR1 agonist cell count 20 µM | Autophagy HCS | Autophagy HCS cell loss 18 h | Dengue-2 NS5 capping | GPR35 antagonists | WT yeast gro inh | WT yeast gro inh mutant strain | RSV antiviral HEp-2 | K1F lysis inhibition | AID2073 | LYP inhibition | others
CCOc1ccc(NC(=O)COC(=O)c2c(OC)cccc2OC)cc1 | 1.7 | 63 | i | -9 | 0% | -14% | -4 | -1 | -0.1% | 0.7%[50 µM] | -3% | -7%
CCN1C(Nc2ccccc2)=NC[C@@H]1C | 1.4 | 95 | . | . | -8% | 16% | . | . | -1.1% | 1.1% | 18% | -11%
COc1ccc(C(=O)C2CCCN(C(=O)Cc3c(C)noc3C)C2)cc1OC (stereo not given) | 1.1 | 51 | i | 2 | . | 4% | -7 | 8 | 1.6% | 2.9% | -8% | -7%
O=C(NCCc1ccccc1)c1ccc2c(c1)S(=O)(=O)c1ccccc1C2=O | 5.1 | 59 | . | . | -5% | . | . | . | 5.0% | 0.5% | . | .
Cc1ccccc1/C=N/NC(=O)Cn1cnc([N+](=O)[O-])n1 | 0.6 | 64 | i | -30 | 0% | -2% | 1 | 6 | -0.8% | -0.7% | 2% | -8%
CCCc1nc(NCc2ccco2)c(C#N)c2c1COC(C)(C)C2 | -0.9 | 39 | i | -46 | 1% | -11% | -30 | 0 | -1.5% | 0.1% | -11% | -3%
Cc1ccccc1N(Cc1nnc2n1CCCCC2)C(=O)Nc1ccccc1 | -1.4 | 58 | i | -5 | . | 7% | 2 | 5 | 1.0% | 2.2% | -8% | -8%
CN(Cc1nc2ccccc2c(=O)[nH]1)C(=O)COc1ccccc1Cc1ccccc1 | 10 | 46 | . | . | -9% | . | . | . | 0.5% | -1.2%[50 µM] | . | .
Cc1nc(-c2ccc(NC(=O)c3ccccc3)cc2)cs1 | 1.9 | 42 | i | 6 | -7% | 14% | 44 | 37 | 21% | -0.3% | 8% | -12%
O=C(CSc1ccc2nnc(CCNC(=O)c3ccccc3)n2n1)NC1CCCC1 | -0.6 | 58 | . | . | 3% | 3% | . | . | 1.7% | 1.0%[50 µM] | 6% | -6%
COc1c(C)cc(S(=O)(=O)NC2CC(C)(C)NC(C)(C)C2)c(C)c1C | -1.9 | 63 | i | 6 | -5% | -1% | -1 | -7 | 0.2% | 0.2% | -8% | -5%
Cc1c(C(=O)N2CCN(c3ccccc3)CC2)sc2nc3n(c(=O)c12)CCC3 | -2.3 | 59 | . | . | -4% | -3% | . | . | 2.7% | 0.3% | 6% | 0%
N/C(COc1ccccc1)=N\NC(=O)c1cccnc1Oc1ccccc1 | 2.3 | 56 | i | -2 | -10% | -5% | 2 | -25 | 1.8% | 0.6% | -2% | -9%
CCCNC(=O)c1ccccc1NC(=O)Nc1ccccc1C | 0.2 | 47 | i | 7 | -5% | 5% | 34 | 34 | 1.3% | -0.2% | 0% | -7%
CSC[C@H](NC(=O)Cc1c(C)c2cc3c(C)c(C)oc3cc2oc1=O)C(=O)N[C@@H](Cc1ccccc1)C(=O)O | 3.7 | 111 | . | . | 1% | -2% | . | . | -0.2% | 0.2% | 37% | 4%
CCCCn1c(N)c(C(=S)NC(=O)CC(C)(C)C)c(=O)n(C)c1=O | 25 | 67 | i | 4 | -3% | -17% | 68* | 40* | 3.6% | 0.7%[50 µM] | -5% | -4%
C=CCOc1ccc(CNc2nccs2)cc1 | 2.3 | 46 | i | -8 | 6% | 2% | 17 | 12 | 0.1% | 0.5% | 13% | -6%
O=C(N/C(=C\c1cccc(Br)c1)C(=O)N1CCCCC1)c1ccco1 | 1.0 | 56 | . | . | 1% | -2% | . | . | 1.4% | -0.1% | 8% | -4%
COC(=O)c1c(SCC(=O)Nc2ccc(C)cc2)nc(=O)[nH]c1C | -0.9 | 67 | i | 12 | -4% | 3% | 12 | -10 | 4.2% | 0.6% | -4% | -4%
CC(C)(C)NC(=O)C(c1ccncc1)N(C(=O)Cn1nnc(-c2ccc(F)cc2)n1)c1cccc(F)c1 (stereo not given) | -1.2 | 75 | i | 15 | . | 10% | -6 | -7 | 1.1% | 3.4% | -9% | -5%
COc1ccc([C@H]2CC(=O)C=C(c3ccc(OC(F)(F)F)cc3)C2)cc1OC | -0.2 | 64 | . | . | -1% | . | . | . | 1.7% | 4.6% | . | .
O=S(=O)(Nc1ccc(Br)cc1)N1CCOCC1 | 0.3 | 61 | . | . | -3% | 0% | . | . | 1.0% | 0.1%[50 µM] | -2% | -4%
COc1ccc2nc(NC(=O)CCc3nc(-c4ccccc4F)no3)sc2c1 | . | . | i | -3 | -8% | 28% | -45 | 3 | . | 0.1% | 14% | -10%
CCOc1cccc(-c2nnc3sc(-c4ccco4)nn23)c1 | 3.2 | 86 | i | -10 | 1% | -8% | -11 | -18 | 0.2% | 0.5% | -4% | -3%
Cn1c(=O)c2c(ncn2CC(=O)N/N=C/C=C/c2ccco2)n(C)c1=O | 0.4 | 45 | . | . | 19% | -14% | . | . | 0.7% | 0.7% | 24% | -2%
COc1ccc(C2C(C(N)=O)=C(C)Nc3nc(-c4ccccc4)nn32)cc1OC (stereo not given) | 0.1 | 41 | i | 4 | -7% | 2% | 9 | 11 | -0.4% | 2.2% | -3% | -6%
